GPR35 antagonists: GPR35 antagonists blocking zaprinast-driven arrestin recruitment, primary screen, imaging, U2OS, beta-arrestin-GFP, zaprinast agonist (AID 2058) | 290,000 compounds, 0.052% hits | inhibition, % at 10 µM; hits with a dose series show IC50 in µM | U2OS GPR35 beta-arrestin-GFP translocation imaging, zaprinast antagonism; higher % means a stronger effect;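 active means inhibition of at least 50% with at least 30 cells and total cytoplasm GFP at most 10,000,000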
UTI89 phage lysis: inhibition of K1F phage lysis, E. coli UTI89, bacterial capsule biogenesis inhibitors, alamar blue (AID 488966) | E. coli UTI89 K1F phage lysis, alamar blue, 2 h; higher % means a stronger effect | one-dose inhibition, % at 100 µM; IC50 in µM for titrated hits | 340,000 compounds, 0.02% hits;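 active means phage lysis inhibition, versus mean bacterial control, above a set limit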;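 further: capsule biogenesis inhibitors block K1F phage lysis so surviving cells raise fluorescence; higher fluorescence means more inhibition of phage lysis; actives were called in the ten point dose series up to 300 µM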
AID2073: inhibitors of Mint1-CaV2.2 protein interaction, biochemical, HTRF (AID 2073) | inhibition, % at 20 µM, or IC50 in µM where a hit was titrated | 290,000 compounds, 0.19% hits | Voltage-dependent N-type calcium channel subunit alpha-1B (Homo sapiens) | HTRF protein-protein interaction, Mint1-CaV2.2; higher % means a stronger effect; in the data active means inhibition mostly above about 51%, no sharp cut-off; further: some results filed as inactive read as strong as hits
GPR55 LPI antagonism: GPR55 antagonists blocking LPI-driven arrestin recruitment, primary screen, imaging, U2OS, beta-arrestin-GFP, LPI agonist (AID 2013) | G-protein coupled receptor 55 (Homo sapiens) | U2OS GPR55 beta-arrestin-GFP translocation imaging, LPI antagonism; higher % means a stronger effect | inhibition, % at 10 µM, or IC50 in µM where a hit was titrated | 290,000 compounds, 0.13% hits;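 active means spots per cell inhibited over 60%, with over 100 cells counted and total cytoplasm intensity under 500,000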;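 further: U2OS cells stably carrying GPR55 and arrestin-GFP stimulated by 5 µM LPI near EC80; imaged beta-arrestin-GFP aggregate spots per cell after agonist stimulation; plate controls were LPI-stimulated DMSO wells for no effect and DMSO wells without LPI for full effect; some results filed as inactive read as strong as hits; confirmed hits need IC50 under 10 µM and bright autofluorescent wells are also inconclusive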
NTR1 ag: agonists of NTR1, primary screen, imaging, U2OS cells, beta-arrestin-GFP, high content (AID 493036); Neurotensin receptor type 1 (Homo sapiens), P30989; NTR1-U2OS beta-arrestin-GFP spot imaging, agonist mode; activation, % at 20 µM; 330,000 compounds, 0.17% hits;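 active means activation at or above 40% of the spot to cytoplasm intensity ratio, with at least 20 cells analyzed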;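 further: 0% = DMSO without peptide and 100% = 100 nM NTR1 peptide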
Target sequence (P30989 whole entry, looked up): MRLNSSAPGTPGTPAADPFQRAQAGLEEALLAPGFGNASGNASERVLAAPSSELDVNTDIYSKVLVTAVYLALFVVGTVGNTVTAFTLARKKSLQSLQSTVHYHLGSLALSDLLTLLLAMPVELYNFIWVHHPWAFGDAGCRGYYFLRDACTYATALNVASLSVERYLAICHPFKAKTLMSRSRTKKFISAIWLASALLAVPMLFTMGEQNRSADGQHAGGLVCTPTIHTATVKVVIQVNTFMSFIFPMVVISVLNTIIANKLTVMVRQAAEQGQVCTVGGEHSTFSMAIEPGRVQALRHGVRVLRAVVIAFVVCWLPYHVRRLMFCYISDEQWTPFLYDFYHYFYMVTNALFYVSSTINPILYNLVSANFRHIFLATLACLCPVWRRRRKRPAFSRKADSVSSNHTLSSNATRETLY
SIAH1 antagonists: Siah-1 peptide-binding antagonists, primary screen, biochemical, fluorescence polarization, rhodamine-plectin, uHTS (AID 1817). Siah-1 / rhodamine-plectin peptide fluorescence polarization; higher % means a stronger effect. E3 ubiquitin-protein ligase SIAH1 (Homo sapiens). 290,000 compounds, 0.02% hits. displacement, % at 20 µM; hits with a dose series show IC50 in µM;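 active means displacement of at least 50% at 20 µM, with a fluorescence ratio check between 0.3 and a set limit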;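 further: plate controls were Siah plus tracer with DMSO for no effect and tracer alone without Siah for full effect; strong numbers were not always called active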
GPR55 activation: GPR55 agonists via beta-arrestin recruitment, primary screen, imaging, U2OS cells, beta-arrestin-GFP redistribution (AID 1961) | G-protein coupled receptor 55 (Homo sapiens) | U2OS GPR55 beta-arrestin-GFP redistribution imaging; higher % means a stronger effect | activation, % at 10 µM; hits with a dose series show EC50 in µM | 290,000 compounds, 0.048% hits;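 active means activation above 40% with more than 50 cells counted in the well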;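 further: U2OS osteosarcoma cells stably expressing GPR55 and beta-arrestin-GFP; plate controls were DMSO negative control for no effect and LPI positive control for full effect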
HIV peptide binding: inhibitors of HIV fusion peptide binding, primary screen, biochemical, uHTS, fluorescence dequenching (AID 1986); cell-free peptide binding, fluorescence dequenching, 30 min; higher % means a stronger effect; one-dose inhibition, % at 20 µM; IC50 in µM for titrated hits; 290,000 compounds, 0.3% hits; in the data active means inhibition mostly above about 52%, no sharp cut-off; inactive means mostly below about 76%; further: some results filed as inactive read as strong as hits
Dengue-2 NS5 capping: Dengue-2 NS5 methyltransferase inhibitors, primary screen, biochemical, confirmation dose response (AID 588689); inhibition, % at 25 µM, or IC50 in µM where a hit was titrated; 340,000 compounds, 0.3% hits; Genome polyprotein (Dengue virus type 2 (strain 16681-PDK53)); Dengue-2 NS5 methyltransferase capping enzyme assay, biochemical; higher % means a stronger effect; in the data active means a potency from the dose series
NTR1 ag cell count 20 µM: further read-out of NTR1 ag, marked with its call; cell count; measured here: cell count, cytotoxicity flag
Dengue-2 NS5 capping pilot replicate: second read-out of Dengue-2 NS5 capping, no call of its own (marks repeat the call); inhibition, %; measured here: pilot screen replicate inhibition
* = called active by the depositor; x = no result given; [ ] = dose if it differs, or a comment.

SMILES	GPR35 antagonists	UTI89 phage lysis	AID2073	GPR55 LPI antagonism	NTR1 ag	NTR1 ag cell count 20 µM	SIAH1 antagonists	GPR55 activation	HIV peptide binding	Dengue-2 NS5 capping	others
N#CCc1nc(-c2cc3ccccc3oc2=O)cs1	12%	0.0%	20%	4%	-1.1	35	-3%	-0.3%	-1.5%	-9%
COc1cc(C(=O)N2CCCN(C)CC2)cc(OC)c1C	-5%	0.1%	10%	-5%	-0.1	80	0%	0.0%	-0.4%	-1%
Cc1cc(=O)n2nc(N3CCC(C(=O)NCc4ccco4)CC3)sc2n1	23%	0.4%	15%	-5%	-1.3	50	-5%	0.0%	1.8%	-3%
CC(=O)N1CCc2ccc(NC(=O)c3c(-c4c(Cl)cccc4Cl)noc3C)cc21	-1%	0.4%	6%	15%	-0.5	46	0%	-0.4%	-0.5%	-5%
O=C(NCCc1ccccc1)c1ccc2c(c1)N(Cc1ccccc1)CCS2	12%	0.1%	27%	-6%	0.4	50	2%	-0.2%	-1.1%	-4%
CCC/C(=N\NC(=O)C1CC1)c1ccc(Br)cc1	14%	-0.2%	14%	11%	0.1	69	-10%	-0.2%	-2.5%	-6%
COc1cc2nc(=S)n3[nH]c(COc4ccccc4C)nc3c2cc1OC	-4%	-0.3%	-10%	17%	4.0	57	1%	0.4%	2.9%	3%
O=[N+]([O-])c1ccc(Cl)cc1CN1CCCCCC1	6%	-0.2%	-11%	-7%	0.0	64	6%	-0.1%	2.7%	-4%
O=C(/C=C/c1cccs1)c1ccc(N2CCOCC2)cc1	-12%	0.0%	1%	-1%	3.3	39	-4%	-0.4%	-0.8%	7%
Cc1cccc(Oc2ccc(Cl)cc2N)c1	3%	-2.1%	-2%	11%	0.1	51	2%	0.6%	-0.3%	3%
CCc1ccc(NC(=O)C(=O)NCc2ccccn2)cc1	19%	0.4%	10%	9%	0.8	49	3%	-0.1%	-1.3%	-5%
Clc1ccccc1CN1CCN(CCCc2ccccc2)CC1	0%	0.1%	-13%	44%	x	x	0%	-1.0%	0.6%	-8%
CCCOCC(O)COc1ccccc1C(=O)N1CCOCC1 (configuration not stated)	-2%	3.9%	-6%	0%	0.3	51	-4%	-0.2%	-3.9%	0%
CCC(C)C(NC(=O)C1CCC(C)CC1)C(=O)NCCCN1CCCCC1CC (configuration not stated)	-6%	-0.1%	0%	13%	2.5	47	4%	-0.3%	1.6%	-1%
NC(=O)C1CCN(C(=O)COc2ccc(Nc3ccccc3)cc2)CC1	2%	0.0%	-33%	-1%	-0.5	68	0%	0.0%	-2.2%	9%
O=C(Nc1ccc2oc(-c3ccccc3F)nc2c1)c1ncn[nH]1	17%	-2.5%	3%	5%	3.7	52	-1%	0.3%	1.1%	2%
c1ccc2c(CN3CCCCC3)csc2c1	-4%	2.9%	-2%	5%	0.1	55	-3%	-0.2%	0.1%	1%
CCCN(CCC)S(=O)(=O)c1ccc(NC(=O)COc2ccccc2)cc1	2%	4.2%	-2%	-6%	4.7	53	4%	-0.1%	-1.2%	-1%
COc1ccc(C(=O)Nc2cc(OC)nc(OC)n2)cc1	-1%	0.2%	3%	2%	0.2	39	-1%	0.0%	3.7%	0%
CCCN1CCN(S(=O)(=O)c2c(C)[nH]c(C)c2C(=O)N2CCCCC2)CC1	1%	0.7%	12%	13%	1.2	59	1%	0.1%	-1.3%	-2%
O=C1C(=O)N(CCN2CCOCC2)C(c2ccccn2)/C1=C(/O)c1ccc(F)cc1 (configuration not stated)	11%	-0.4%	-3%	4%	0.4	65	5%	-0.1%	0.0%	6%
Cn1nnnc1SCC(=O)C(C)(C)C	2%	0.1%	3%	8%	-0.4	74	-1%	-0.2%	-2.7%	-12%
Cc1ccc(NC(=O)c2cc(-c3ccccc3O)n[nH]2)cc1C	8%	0.3%	19%	-10%	1.8	82	4%	-0.3%	-2.3%	-4%
CCc1ccc(OCCCC(=O)O)c(Br)c1	-10%	0.0%	10%	12%	-0.3	50	-2%	-0.1%	-2.0%	0%
COc1ccc2c(c1)cc(C(=O)N[C@H](C(=O)N1CCC[C@H]1C(=O)O)C(C)C)n2C	-8%	7.9%	19%	4%	-2.2	81	0%	0.2%	1.0%	-5%

3 structures out of the list, sorted by SMILES length, low to high:
SMILES	GPR35 antagonists	UTI89 phage lysis	AID2073	GPR55 LPI antagonism	NTR1 ag	NTR1 ag cell count 20 µM	SIAH1 antagonists	GPR55 activation	HIV peptide binding	Dengue-2 NS5 capping	others
Cc1cccc(Oc2ccc(Cl)cc2N)c1	3%	-2.1%	-2%	11%	0.1	51	2%	0.6%	-0.3%	3%
N#CCc1nc(-c2cc3ccccc3oc2=O)cs1	12%	0.0%	20%	4%	-1.1	35	-3%	-0.3%	-1.5%	-9%
COc1ccc(C(=O)Nc2cc(OC)nc(OC)n2)cc1	-1%	0.2%	3%	2%	0.2	39	-1%	0.0%	3.7%	0%

Returning to the listing, starting 2 compounds before the break.
SMILES	GPR35 antagonists	UTI89 phage lysis	AID2073	GPR55 LPI antagonism	NTR1 ag	NTR1 ag cell count 20 µM	SIAH1 antagonists	GPR55 activation	HIV peptide binding	Dengue-2 NS5 capping	others
CCc1ccc(OCCCC(=O)O)c(Br)c1	-10%	0.0%	10%	12%	-0.3	50	-2%	-0.1%	-2.0%	0%
COc1ccc2c(c1)cc(C(=O)N[C@H](C(=O)N1CCC[C@H]1C(=O)O)C(C)C)n2C	-8%	7.9%	19%	4%	-2.2	81	0%	0.2%	1.0%	-5%
Cc1ccc(N(Cc2cc3ccccc3[nH]c2=O)C(=O)c2cccs2)cc1	2%	-1.8%	2%	6%	5.0	53	3%	-0.8%	0.2%	0%
COc1ccc(Nc2cc(Nc3ccccc3)ncn2)cc1	-9%	0.1%	17%	7%	0.1	97	-2%	-0.1%	2.6%	-3%
Cc1nnc(SCCN2CCOCC2)n1C	9%	-0.2%	-3%	9%	2.5	64	5%	0.1%	0.4%	-2%
COc1ccc(NC(=O)c2c(-c3c(Cl)cccc3Cl)noc2C)cn1	0%	1.7%[50 µM]	-5%	12%	1.1	55	8%	0.3%	-0.5%	0%
O=C(O)C1CCCCC1C(=O)Nc1nc(-c2cccs2)cs1 (configuration not stated)	7%	-0.1%	4%	6%	-0.8	62	5%	0.0%	5.2%	x
O=C(Nc1ccccn1)c1ccc(Br)c(S(=O)(=O)N2CCCCC2)c1	-3%	-0.3%	3%	4%	-0.9	85	1%	-0.2%	2.5%	-6%
COc1ccc(C(=O)Nn2c(C)nc3ccccc3c2=O)cc1[N+](=O)[O-]	11%	-0.1%	7%	9%	-1.1	98	8%	-0.1%	0.3%	6%
O=c1oc2ccccc2c(O)c1C=NCc1ccccn1	27%	0.2%	2%	5%	-0.9	37	-10%	-0.2%	-0.4%	0%
CCOc1nc2ccccc2nc1NS(=O)(=O)c1ccccc1	-12%	-0.1%	6%	-1%	-0.6	48	-2%	-0.1%	2.8%	-1%
CC(C)c1ccc(/C=C/C(=O)NC(=S)NN2CCOCC2)cc1	5%	0.0%	-19%	-8%	1.8	75	-5%	-0.1%	-1.7%	-1%
Cc1c(NC(=O)c2cc(-c3ccc(O)cc3)on2)c(=O)n(-c2ccccc2)n1C	-1%	-0.7%[50 µM]	1%	11%	0.9	60	12%	-0.1%	0.4%	-11%
CC(=O)c1ccc(N(C)C)c2c(N(C)C)cccc12	-2%	0.2%	-7%	8%	-0.1	108	-1%	-0.1%	-0.7%	1%
Nc1cccc(-c2nc3ccccc3s2)c1	20%	-7.0%	24%	-7%	-0.4	54	10%	-0.2%	-1.1%	-1%
N#Cc1cnn(-c2ccc(F)cc2)c1N	2%	1.6%	-10%	2%	1.5	52	-1%	-0.1%	2.5%	-7%
COc1ccc(S(=O)(=O)/C(C#N)=C/Nc2ccc(NC(C)=O)cc2)cc1	-9%	-1.0%[50 µM]	6%	8%	0.6	95	2%	0.0%	-0.5%	-5%
CCN1C/C(=C/c2ccc(N3CCOCC3)cc2)C(=O)/C(=C/c2ccc(N3CCOCC3)cc2)C1	1%	2.7%	16%	5%	x	x	2%	20%	69%	-5%
CCCC(C)NC(=O)c1ccc(C2SCC(=O)N2Cc2ccco2)cc1 (configuration not stated)	0%	4.9%	21%	2%	2.7	28	4%	-0.1%	13%	-3%
CCc1ccc(/C=N/NC(=O)c2cc(-c3ccncc3)nc3ccccc23)s1	-1%	3.5%	-1%	-13%	12	47	-1%	0.0%	-3.6%	-3%
COc1ccccc1OCc1ccc(C(=O)N2CCN(C(=O)c3ccco3)CC2)cc1	15%	-0.6%	-1%	8%	-0.4	34	0%	-0.1%	0.8%	-8%
CC(C)C(=O)Nc1nnc(CCN2CCCCC2)s1	8%	0.2%	-1%	8%	-2.4	87	-5%	0.3%	-1.4%	2%
Cc1c(C(=O)OCCOc2ccc(Br)cc2)sc(=S)n1C	-8%	0.1%	4%	-4%	4.8	75	-8%	-0.2%	0.3%	1%
COc1cc(-c2nc3sc(C)c(C)c3c(=O)o2)cc(OC)c1OC	-3%	0.1%	14%	-5%	2.7	57	1%	-0.1%	-0.6%	0%	Dengue-2 NS5 capping pilot replicate=0.0
Cc1cc(C)c2cc(CN(CCO)C(=O)NC3CCCCC3)c(=O)[nH]c2c1	18%	0.1%	8%	4%	0.2	56	3%	0.7%	2.7%	6%

Structural class: those above containing two or more sulfur atoms (2)
SMILES	GPR35 antagonists	UTI89 phage lysis	AID2073	GPR55 LPI antagonism	NTR1 ag	NTR1 ag cell count 20 µM	SIAH1 antagonists	GPR55 activation	HIV peptide binding	Dengue-2 NS5 capping	others
O=C(O)C1CCCCC1C(=O)Nc1nc(-c2cccs2)cs1 (configuration not stated)	7%	-0.1%	4%	6%	-0.8	62	5%	0.0%	5.2%	x
Cc1c(C(=O)OCCOc2ccc(Br)cc2)sc(=S)n1C	-8%	0.1%	4%	-4%	4.8	75	-8%	-0.2%	0.3%	1%

Compound activity: PubChem BioAssay, several laboratories
